Compound activity deposited in PubChem by several laboratories.
AddAB inh: less growth of phage-infected E. coli with AddAB; E. coli expressing H. pylori AddAB, absorbance growth; inhibition, % at 11.9 µM; 0.29% of 330,000 active; in the data active = inhibition above about 12%;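 also: 0% = vehicle wells of infected cells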
PfHsp90 set2: reduces growth (ATP signal) of yeast expressing P. falciparum Hsp90. S. cerevisiae expressing PfHsp90, BacTiter-Glo ATP, 48 h; yeast lacking PDR1 and PDR3 efflux regulators. inhibition, % at 9.4 µM. 0.32% of 310,000 active. AID 504621;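 active = every replicate shows inhibition above about 80%, whatever the replicate mean, limit read from the data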;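 also: 0% = DMSO neutral controls and 100% = 20 µM radicicol positive controls; yeast relying on Plasmodium falciparum Hsp90 in place of its own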
SUMO Mot1 rescue: blocks SUMOylation pathway, rescuing yeast Mot1-301 growth; S. cerevisiae Mot1-301 growth rescue, ATP luminescence, 38.5C; percent above DMSO median, 100 means doubled; 1% of 320,000 active; growth rescue, % at 18.8 µM; AID 2716;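 active = every valid replicate shows activation above 250% relative to neutral control wells; inactive = the rest, any valid replicate at or below 250%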;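 also: OY570 slx delta 5 strain wells were the positive control but not used for scaling; some compounds called inactive have numbers as strong as hits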
phage Ecoli inh: E. coli growth loss with phage present; growth absorbance; inhibition, % at 11.9 µM; 0.26% of 360,000 active; AID 651602; in the data active = inhibition above about 11%
PKA-R1A act: activators of PKA-R1A complex. P00514+P68181. PKA-R1A dissociation, Cy5-IP20 fluorescence polarization; scaled: DMSO 0%, 113 µM cGMP 100%. activation, % at 11.4 µM. 0.083% of 340,000 active. AID 504707;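 active = percent activation above the mean of all tested compounds plus 3 SD, cut at about 19% in these data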;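 also: higher means more PKAc released from R1A so a rise in polarization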
OPRM1-OPRD1 inv: inverse agonists of human mu-delta opioid receptor heterodimerization; P35372+P41143; cell-based MOR-DOR heterodimer luminescence, inverse agonism; inhibition, % at 9.3 µM; 0.21% of 340,000 active; AID 504357; in the data active = inhibition above about 22%, passing the limit was not always enough;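 also: 0% = cells with DMSO and 100% = wells without cells with DMSO; values of inactives mirror those of a sister screen read the other way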
Target sequence (P35372 whole entry, looked up): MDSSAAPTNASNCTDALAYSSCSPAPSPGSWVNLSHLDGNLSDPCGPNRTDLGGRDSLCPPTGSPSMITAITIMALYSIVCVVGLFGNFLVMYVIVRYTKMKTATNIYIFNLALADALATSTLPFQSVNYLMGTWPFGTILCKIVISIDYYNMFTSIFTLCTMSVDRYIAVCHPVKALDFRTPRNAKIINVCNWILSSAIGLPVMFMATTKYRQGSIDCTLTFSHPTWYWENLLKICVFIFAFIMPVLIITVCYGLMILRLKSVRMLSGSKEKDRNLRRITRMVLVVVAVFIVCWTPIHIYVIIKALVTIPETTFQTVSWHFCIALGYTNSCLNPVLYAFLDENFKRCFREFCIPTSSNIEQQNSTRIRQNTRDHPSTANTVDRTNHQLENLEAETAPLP
Target sequence (P41143 whole entry, looked up): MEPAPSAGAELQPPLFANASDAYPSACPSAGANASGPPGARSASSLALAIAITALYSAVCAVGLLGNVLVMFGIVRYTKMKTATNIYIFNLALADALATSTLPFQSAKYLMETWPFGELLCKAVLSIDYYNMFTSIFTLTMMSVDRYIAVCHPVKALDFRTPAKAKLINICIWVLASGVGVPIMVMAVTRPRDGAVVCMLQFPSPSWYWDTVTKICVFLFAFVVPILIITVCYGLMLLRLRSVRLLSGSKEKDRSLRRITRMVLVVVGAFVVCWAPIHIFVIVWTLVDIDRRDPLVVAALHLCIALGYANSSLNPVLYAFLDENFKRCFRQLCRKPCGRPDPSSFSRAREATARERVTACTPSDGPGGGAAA
Ecoli viability: bacterial growth inhibition, counter-screen for AddAB inhibitors; inhibition, % at 11.9 µM; 0.27% of 330,000 active; E. coli V3065 growth, OD600 absorbance, 18 h;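 active = inhibition above the campaign's mean inhibition across all tested compounds plus 3 SD, cut at about 9.9% in these data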;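 also: uninfected addAB+ strain grown without phage in ampicillin broth; 0% = DMSO wells and 100% = ciprofloxacin 0.95 µg/ml wells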
Pemphigus Ab inh: blocks pemphigus antibody binding to human desmoglein-3; P32926; DSG3-coupled beads, scFv-anti-DSG3-GFP binding, flow cytometry; hits give low values; binding (percent of control), % at 10 µM; 0.48% of 310,000 active;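 active = binding more than 3 SD below its plate's average and above zero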;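 also: hits lower antibody fragment binding to DSG3; some compounds called inactive have numbers as strong as hits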
Tat export inh: E. coli Tat transport inhibition | E. coli MC4100 TorA-mCherry Tat export, fluorescence | inhibition, % at 10 µM | 0.036% of 340,000 active | AID 488895;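 active = mean replicate inhibition at least 50% and at least half of replicates individually reaching 50%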;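 also: exported cargo escapes ClpAP degradation while cytoplasmic cargo is degraded and loses fluorescence; 0% = median of neutral control wells and 100% = median of NaSCN control wells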
Arrestin-AP2 inh: blocks beta-arrestin peptide binding to AP2 adaptin. inhibition, % at 10 µM. FITC-arrestin peptide / GST-AP2 beads, flow cytometry; AP2 beta2 appendage carries R879A mutation. AID 504490. 0.31% of 340,000 active;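 active = inhibition above a set limit, near 3 SD of compounds lacking own fluorescence, cut at about 54% in these data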;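 also: plate controls were DMSO wells for no effect and 5 µM unlabelled arrestin peptide for full effect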
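Assay system: GST-AP2 R879A bound to glutathione beads, E. coli-expressed; Medium: PBS with 0.05% Tween 20 and 0.1% BSA; Also added: fluorescein-tagged arrestin peptide at 50 nM final; Timing: 12 min plus 1 h, RT; Measured by: flow cytometry, FL1 (488/535 nm); Evaluation: percent drop in bead-associated FITC signal.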
MOR-DOR ag: agonists of human mu-delta opioid receptor heterodimerization; AID 504326; activation, % at 9.3 µM; 0.3% of 340,000 active; cells, OPRM1-OPRD1 heterodimerization, luminescence; in the data active = activation above about 18%;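 also: 0% = vehicle-treated cells and 100% = reference agonist; values of inactives mirror those of a sister screen read the other way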
Active calls of the source: *; / = no result given. Compounds as they come; 2.8% or so of the library scored in one or more.

SMILES | AddAB inh | PfHsp90 set2 | SUMO Mot1 rescue | phage Ecoli inh | PKA-R1A act | OPRM1-OPRD1 inv | Ecoli viability | Pemphigus Ab inh | Tat export inh | Arrestin-AP2 inh | MOR-DOR ag
CCCCCCSc1ccc(-c2nc3ccc(C)cn3c2NCc2ccccc2)cc1OC | 1.2 | 6 | -24 | -0.7 | -9 | 6 | -1.2 | / | -5 | 32 | -1.1
COc1cccc(CN(C)C(=O)/C=C/c2ccc(S(=O)(=O)N3CCCCCC3)cc2)c1 | -0.1 | 2 | 13 | -0.2 | -3 | 7 | -1.6 | 99 | 6 | -19 | -1.4
CCOC(=O)c1c(S(=O)(=O)N(C)Cc2ccccc2)c(C)n(C)c1C | 1.1 | 13 | -1 | 2.6 | -13 | 16 | 3.3 | / | 2 | -2 | -3.2
Cc1onc(-c2ccccc2Cl)c1C(=O)N1CCc2ccccc2C1 | 0.3 | 9 | 680* | 0.5 | -8 | 19 | -1.7 | 122 | -4 | -23 | -4.1
Cc1cccc(C)c1NC(=O)COC(=O)c1cc[n+]([O-])cc1 | 1.0 | / | -1 | 3.0 | -3 | 9 | 3.8 | / | 38 | 6 | -1.3
Cc1ccc(S(=O)(=O)n2nc(C)c(Br)c2C)c(C)c1C | 4.6 | -4 | -14 | 1.7 | -9 | 16 | 0.3 | 108 | -4 | -12 | -3.2
Cc1ccc(C2OC(=O)c3ccccc32)cc1 (stereo not drawn) | 0.6 | -10 | 11 | 1.5 | -2 | 14 | -1.4 | 97 | 3 | 8 | -2.6
Cn1nnnc1SCC(=O)Nc1cc(S(=O)(=O)N2CCCC2)ccc1Cl | -1.0 | -3 | -5 | 2.8 | 0 | 6 | 0.7 | 93 | -3 | 42 | -1.1
C=C(C)c1cccc(C(C)(C)NC(=O)Nc2ccc(Cl)cn2)c1 | -0.2 | 14 | 3 | 4.4 | 5 | -53 | -1.2 | 98 | 3 | 7 | 8.8
O=C(CC1NCCNC1=O)Nc1ccc(Oc2ccccc2)cc1 (stereo not drawn) | -2.7 | 8 | -3 | 0.5 | -4 | 9 | -1.4 | 111 | -3 | 23 | -1.6
Cc1cccnc1NC(=O)CCn1c(=O)oc2ccccc21 | 1.2 | -12 | -13 | 4.2 | -4 | 14 | 0.3 | 108 | 1 | -2 | -2.5
COCCN(C(=O)COC(=O)/C=C/c1ccccc1Cl)c1c(N)n(Cc2ccccc2)c(=O)[nH]c1=O | 0.3 | / | 9 | 2.6 | 2 | -20 | 0.8 | 100 | -10 | -2 | 3.2
COc1cccc(S(=O)(=O)NCc2ccc(C(=O)NCC3CCCO3)cc2)c1 (stereo not drawn) | 2.4 | 14 | 15 | 0.9 | -9 | 4 | -0.7 | / | -12 | -3 | -0.8
C[C@H](CO)N1C[C@H](C)[C@@H](CN(C)C(=O)Nc2ccc(C(F)(F)F)cc2)Oc2c(NC(=O)NC3CCCCC3)cccc2C1=O | 1.2 | -6 | -9 | 2.3 | -13 | 10 | -0.1 | 100 | 13 | 4 | -1.8
COc1ccc(OC)c(NC(=O)CSCc2cnn(-c3ccccc3)c2-n2cccc2)c1 | 2.5 | -23 | -4 | 3.1 | -4 | 6 | 1.7 | 98 | 18 | 9 | -1.2
N#Cc1c(/N=C/c2ccc(-c3ccccc3C(=O)O)o2)sc2c1CCCC2 | 2.3 | 2 | -10 | 3.7 | -1 | 11 | -0.9 | 106 | -6 | -18 | -2.3
CN(CC(=O)Nc1c(Cl)cccc1Cl)C(=O)c1ccccc1SCC(=O)N1CCCC1 | -5.6 | 21 | -8 | 1.4 | 0 | 7 | -0.9 | 105 | -2 | -20 | -1.3
COc1ccc(NC(=O)Nc2nnc(C(C)(C)C)s2)cc1 | 2.3 | 21 | 3 | 3.0 | -2 | -11 | 1.5 | 110 | -2 | -13 | 2.2
COc1cc(C(=O)NCc2nnc(SCC(=O)N3CCOCC3)o2)cc(OC)c1OC | 3.2 | 1 | 61 | 2.6 | -11 | 2 | 0.9 | 79 | 3 | 15 | -0.3
CCN1CCn2c1nc(N1CCOCC1)nc2=O | 1.3 | -14 | -1 | 2.8 | -6 | 8 | -0.6 | 125 | -2 | 1 | -1.7
CCOC(=O)NC1(C(F)(F)F)NC(=O)N(c2ccc(F)cc2)C1=O (stereo not drawn) | 2.7 | 9 | 18 | 1.1 | -3 | 11 | 2.8 | 102 | 7 | 36 | -1.9
Cc1ccc(-c2nc(=O)[nH]c3ccccc23)cc1 | -0.4 | -1 | -3 | 2.9 | -3 | 9 | 0.9 | 108 | 12 | 38 | -1.9
Cc1ccccc1OCC(=O)N1CCCCCCC1 | 3.2 | -14 | -14 | 1.8 | 4 | 11 | 0.0 | 122 | -3 | 5 | -2.2
CCOC(=O)/C=C/C(=O)Nc1cccc([N+](=O)[O-])c1 | 6.1 | 98* | 16 | / | -9 | 4 | 1.2 | 92 | 3 | 14 | -0.8
O=S(=O)(c1ccc(N2CCCC2c2nc3ccccc3s2)nc1)N1CCOCC1 (stereo not drawn) | 1.7 | / | -1 | 4.0 | 6 | 14 | 1.7 | / | -5 | 4 | -2.4
(continued)
SMILES | AddAB inh | PfHsp90 set2 | SUMO Mot1 rescue | phage Ecoli inh | PKA-R1A act | OPRM1-OPRD1 inv | Ecoli viability | Pemphigus Ab inh | Tat export inh | Arrestin-AP2 inh | MOR-DOR ag
O=C(Cc1ccccc1)NCC(=O)N1CCN(Cc2cccc(Cl)c2)CC1 | -0.8 | / | -28 | 3.0 | 1 | 7 | 1.2 | 89 | -4 | -8 | -1.6
COc1ccc(C2/C=C\CN(Cc3ccc(N(C)C)cc3)CC(=O)N2Cc2ccc(F)cc2)cc1 (stereo not drawn) | 3.2 | 11 | 11 | -0.9 | 0 | 8 | -3.4 | 103 | 2 | 2 | -1.8
O=C(CC1C(=O)NCCN1Cc1cccc(Oc2ccccc2)c1)NCCCn1cccn1 (stereo not drawn) | 1.4 | -18 | 95 | 0.0 | -2 | 26 | -1.5 | 101 | 2 | 1 | -5.5
O=C(N/N=C/c1ccc(-c2ccc(S(=O)(=O)Nc3ncccn3)cc2)o1)c1cc2ccccc2cc1O | 4.2 | 2 | -3 | 3.4 | 0 | 16 | 2.0 | 90 | 1 | 3 | -2.9
CC(C)(C)c1ccc(/C=N/NC(=O)C[n+]2ccccc2)cc1 | 1.4 | -12 | 21 | 0.4 | -12 | 9 | -2.3 | 101 | -6 | 29 | -1.7
CC1(C)CC(=O)C(CC2=C(O)CC(C)(C)CC2=O)C(=O)C1 | 1.6 | / | -15 | 3.0 | -8 | -2 | -0.9 | 103 | -8 | 13 | 0.3
COc1ccc(CNCCCn2cnc3c(OCc4ccccc4)ncnc32)cc1 | / | 22 | / | 2.8 | 0 | 12 | / | 100 | -2 | 4 | -2.5
CN(C(=O)Nc1ccc(Cl)c(Cl)c1)c1ccccc1C(=O)O | 0.3 | -13 | 136 | 3.3 | 2 | -8 | 3.2 | 88 | -10 | 33 | 1.1
COc1ccc2[nH]c(C(=O)Nc3ncc(C)cc3Br)cc2c1 | 0.9 | -11 | 13 | 0.5 | 3 | 0 | 0.3 | / | 2 | 11 | 0.1
CCN(CC)C(=O)COc1ccc(/C=C(\C#N)S(=O)(=O)c2ccccc2)cc1OC | -2.2 | -12 | 4 | 5.2 | 7 | -2 | -1.0 | 105 | -3 | 13 | 0.4
COc1ccc(C)cc1S(=O)(=O)N(CC(=O)NCc1ccco1)c1ccc(C)cc1 | 3.0 | -14 | -13 | -0.4 | 3 | 9 | 2.6 | 92 | 6 | 0 | -1.8
O=C(CN(Cc1ccco1)C(=O)Cn1nnc(-c2cccs2)n1)NCC1CCCO1 (stereo not drawn) | 1.6 | 22 | 142 | 4.0 | 4 | 7 | 1.3 | 99 | 0 | -22 | -1.5
O=C(NCC1CCCO1)c1ccc2ccccc2n1 (stereo not drawn) | 1.8 | 9 | 16 | -1.2 | -9 | 14 | -2.3 | 101 | -13 | 5 | -3.3
CCN1CCN(CC(=O)c2c(C)n(C)c3ccc(OC)cc23)CC1 | 0.2 | 5 | -6 | 1.3 | -3 | -15 | -0.5 | 104 | 10 | -1 | 2.5
O=C(O)CNC(=O)c1ccc2c(c1)OCCO2 | 1.1 | -6 | -5 | 1.0 | 4 | 8 | -2.2 | 102 | 5 | -6 | -1.4
CCOCCCN(C(=O)c1snc(C(N)=O)c1N)C(C(=O)NC1CCCC1)c1ccc(O)cc1 (stereo not drawn) | 4.6 | -16 | -16 | 1.1 | -4 | 0 | -3.5 | 93 | -4 | -12 | -0.1
Cc1ccccc1-n1c(=O)cc(N2CCc3ccccc32)[nH]c1=O | -2.0 | -5 | -15 | 3.5 | -1 | 21 | -4.0 | 102 | -12 | 0 | -4.1
Cc1ccccc1OCC(=O)NNC(=O)c1ccc(-c2ccccc2)cc1 | 1.1 | 7 | 1 | -1.3 | -7 | -10 | -1.0 | 95 | 3 | 10 | 1.7
COc1ccc(S(=O)(=O)NCc2ccncc2)cc1NC(=O)c1ccc(Cl)cc1 | -0.6 | / | 5 | -0.2 | -7 | 14 | 1.3 | 108 | -2 | -15 | -2.8
O=C(CNS(=O)(=O)c1ccc(Cl)cc1)NNC(=O)c1cccnc1 | 1.7 | -16 | -9 | 3.0 | -1 | -1 | 0.5 | 103 | 1 | 15 | 0.3
CCOc1ccc(NC(=O)C2CCCN(c3nc(C)cc(C)n3)C2)cc1 (stereo not drawn) | 2.2 | -5 | 9 | 1.5 | -9 | 3 | 1.9 | 101 | -6 | -5 | -0.4
Cc1nnc(SCC(=O)N(CC(C)C)c2c(N)n(Cc3ccccc3)c(=O)[nH]c2=O)n1N | -1.2 | -17 | -10 | -1.5 | -7 | 3 | -2.1 | 98 | 0 | -5 | -0.5
Cc1ccc(/C=N/NC(=O)c2cc(-c3cccnc3)nc3ccccc23)cc1 | 0.5 | -23 | -3 | -1.0 | -2 | 9 | -0.2 | 103 | 6 | 4 | -1.8
COCC(C)n1c(C)cc(C(=O)COC(=O)c2cccn2C)c1C (stereo not drawn) | 0.3 | -12 | -3 | -1.7 | -16 | 1 | -0.4 | 110 | -5 | 32 | -0.3
CCc1ccccc1Nc1ccc(C(=O)O)cc1N | 0.4 | -33 | -20 | 1.5 | 1 | -7 | 2.0 | 110 | -1 | 6 | 1.8
CCNC(=S)NNC(=O)c1ccc(=O)n(Cc2ccccc2)c1 | 4.8 | -11 | 834* | 3.4 | -11 | 26 | 0.6 | 103 | -2 | 0 | -5.6
